# DRD3 antagonist: antagonists of human D3 dopamine receptor | max response, negative = inhibition, % | D3R cells, DiscoveRx beta-arrestin luminescence, antagonist mode; active compounds read low | P35462 | actives 2.5% (n = 360,000); in the data active = max response below about -50%; inconclusive = no clear call, values can overlap the other calls; note: % is set by controls: 0 for no effect and ±100 for the full control effect; mostly tested at two doses, the higher about 12 µM
#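 Cells plated overnight at 1500 cells/well, then exposed to library compounds with dopamine controls for 90 minutes at 37 degrees C. DiscoveRx reagent added for 30–60 minutes at room temperature; luminescence read, quantitative HTS format.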
# PI5P4Ka inh: blocks human PI5P4K alpha kinase activity. AID 652105. P48426. PI5P4Kalpha enzyme, ADP-Glo luminescence, 60 min; active compounds read low. actives 1.2% (n = 330,000). max response, %; active = max response of -50% or lower; inconclusive = between -30% and -50%; inactive = -30% or higher; note: value at the top dose of about 77 µM; % is set by controls: 0 for no effect and ±100 for the full control effect
# Target sequence (P48426 whole entry, looked up): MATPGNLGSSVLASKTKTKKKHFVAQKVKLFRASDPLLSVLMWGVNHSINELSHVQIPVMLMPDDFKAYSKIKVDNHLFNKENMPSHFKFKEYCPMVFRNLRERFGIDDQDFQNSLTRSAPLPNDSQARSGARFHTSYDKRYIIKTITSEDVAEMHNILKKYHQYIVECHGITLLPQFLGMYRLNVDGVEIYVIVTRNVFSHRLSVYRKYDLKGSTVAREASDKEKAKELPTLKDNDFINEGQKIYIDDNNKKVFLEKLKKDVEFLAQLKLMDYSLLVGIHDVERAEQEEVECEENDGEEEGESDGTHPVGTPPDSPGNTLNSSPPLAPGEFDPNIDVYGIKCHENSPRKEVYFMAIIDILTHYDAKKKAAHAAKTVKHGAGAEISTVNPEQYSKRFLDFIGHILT
#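 Controls without substrate or without enzyme flank wells where PI5P4Kalpha converts substrate using 5 microM ATP (final). Incubation lasts 60 minutes at room temperature; ADP formed is read by ADP-Glo luminescence.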
# IL2 activator: activators of IL-2. IL-2 activation reporter assay, cell-based qHTS; stimulated with anti-CD3/CD4/CD28 beads; in transgenic mouse T cells. activation, % (series mostly up to about 46 µM). actives 0.065% (n = 360,000). AID 652025; in the data active = activation above about 50%; inconclusive = mostly about 30% to 49%; note: 0% is about no effect
#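 Screening format: compound pinned onto unstimulated transgenic mouse T cells, 60 min incubation, then anti-CD3/anti-CD4/anti-CD28 bead stimulation for 18 hours at 37 degrees C, followed by EGFP and DsRed detection.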
# HEK293 tox: cytotoxic in the GLP-1 receptor inverse agonist counter-screen; HEK293 cAMP-luciferase reporter cells, luminescence, 24 h; Potency, µM (titrated, usually from 38.3 µM), inactives show top-dose activity change, negative = inhibition, hits mostly inhibitors; actives 0.13% (n = 410,000);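 note: loss of luciferase light is scored as toxicity; potency is the fitted concentration of half-maximal effect; % is set by controls: 0 for no effect and ±100 for the full control effect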
#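 Step one: seed cells (200 cells/uL, DMEM with 10% Nu serum, 1% pen-strep). Step two: 12-hour incubation at 37 deg C. Step three: pin 23 nL compound, incubate 24 hr. Step four: add luciferase reagent, read luminescence 12 min later.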
# GLP-1R agonist: agonists of human GLP-1 receptor; P43220; HEK293 GLP-1R CRE-luciferase, luminescence, 4-6 h; cells express a hypersensitive GLP-1R form; Potency, µM (doses to about 45.6 µM), inactives show top-dose activation, usual class: activators; actives 0.007% (n = 380,000); AID 624172; note: potency is the fitted concentration of half-maximal effect; % of control where 0% means no effect
# PLK1 PBD inh: inhibitors of human PLK1 polo-box domain binding; Plk1 PBD binding of FITC phosphopeptide, fluorescence polarization; AID 720504; P53350; Potency, µM, for inactives: max response, negative = inhibition, hits mostly inhibitors; actives 2.8% (n = 360,000); note: potency is the fitted concentration of half-maximal effect; series mostly up to about 57 µM; % is set by controls: 0 for no effect and ±100 for the full control effect; nearly all actives have a fitted effect of over 65% in size
# Target sequence (P53350 whole entry, looked up, the tested form may be a part): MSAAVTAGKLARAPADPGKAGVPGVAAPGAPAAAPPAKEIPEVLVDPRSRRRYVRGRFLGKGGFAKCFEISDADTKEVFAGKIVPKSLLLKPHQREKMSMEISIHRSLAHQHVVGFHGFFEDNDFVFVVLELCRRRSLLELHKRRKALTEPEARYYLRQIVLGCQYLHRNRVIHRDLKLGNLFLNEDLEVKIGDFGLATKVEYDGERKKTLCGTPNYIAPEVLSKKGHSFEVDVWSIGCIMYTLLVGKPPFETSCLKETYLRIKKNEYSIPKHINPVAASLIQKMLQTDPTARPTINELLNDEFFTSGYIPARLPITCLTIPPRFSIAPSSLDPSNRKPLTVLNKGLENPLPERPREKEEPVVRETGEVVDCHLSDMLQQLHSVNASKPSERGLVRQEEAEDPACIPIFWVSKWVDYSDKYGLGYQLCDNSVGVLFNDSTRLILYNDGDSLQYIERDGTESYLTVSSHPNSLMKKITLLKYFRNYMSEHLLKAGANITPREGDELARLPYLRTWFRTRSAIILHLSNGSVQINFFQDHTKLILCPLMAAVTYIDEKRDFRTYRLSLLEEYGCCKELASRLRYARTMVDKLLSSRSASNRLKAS
# WRN helicase inh: inhibitors of human WRN helicase. WRN helicase unwinding, fluorescent forked duplex, kinetic. Potency, µM (top dose mostly 114 µM), for the others: at the top dose activity change, negative = inhibition, most hits filed as inhibitors. Q14191. AID 651768. actives 0.46% (n = 360,000); note: potency is the fitted concentration of half-maximal effect; % is set by controls: 0 for no effect and ±100 for the full control effect; nearly all actives have a fitted effect of over 55% in size
#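 Kinetic fluorescence helicase assay: unwinding of a quenched forked DNA duplex (100 nM final) with 2 mM ATP final raises red fluorescence (525/598 nm). Compounds sat 15 min at room temperature with 20 nM WRN beforehand.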
# DRD3 agonist: D3 dopamine receptor (human) agonism; max activation, %; D3R DiscoveRx beta-arrestin cells, luminescence, 90 min; AID 652048; actives 0.58% (n = 410,000); in the data active = max activation above about 30%; note: 0% is about no effect; mostly tested at two doses, the higher about 12 µM
#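 Agonist-mode cell screen: cells plated at 1500/well and incubated overnight at 37 °C, then exposed to library compounds for 90 min at 37 °C. Detection reagent was added for 30–60 min at room temperature, and luminescence was read.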
# GLP-1R inv ag: acts as inverse agonist at human GLP-1 receptor | HEK293 GLP-1R CRE-luciferase, luminescence, 24 h; GLP-1R form is constitutively active | Potency, µM (series often up to 38.3 µM), for the others: top-dose activity change, negative = inhibition, actives largely listed as inhibitors | actives 1.6% (n = 410,000) | AID 624417; note: potency is the fitted concentration of half-maximal effect; % is set by controls: 0 for no effect and ±100 for the full control effect; nearly all actives have a fitted effect of over 55% in size
#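 HEK293 cells stably co-expressing a cAMP-responsive luciferase reporter and constitutively active GLP-1R were seeded, incubated 12 h, then exposed to compounds for 24 h at 37 C. Luminescence was read 12 min after detection reagent; inverse agonists lower signal.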
# * hit, by the source's call; ? = inconclusive; / = no result given; [ ] = remark or other dose. Unless noted, calls come from the whole dose curve; as a rule, active = well fitted curve in the direction sought with a large enough effect; inconclusive = small, poorly fitted or top-dose-only effect, or another doubt; inactive = no such curve, though single readings can be large; an effect the other way counts as inactive or inconclusive.
SMILES,DRD3 antagonist,PI5P4Ka inh,IL2 activator,HEK293 tox,GLP-1R agonist,PLK1 PBD inh,WRN helicase inh,DRD3 agonist,GLP-1R inv ag
O=S(=O)(Nc1nc2ccccc2nc1N1CCN(c2ccccc2)CC1)c1ccc(F)cc1,0,2,-0.4,-3%,-22%,?,-6%,5,?
CCN(C(=O)COC(=O)CCc1ccccc1OC)c1c(N)n(Cc2ccccc2)c(=O)[nH]c1=O,3,1,0.6,-5%,-10%,-7%,-5%,-9,-2%
Cc1ccccc1CSCCNC(=O)CCSc1ccccc1,-19,5,0.1,4%,9%,-10%,-11%,-2,?
COc1ccc(NC(=O)CSc2nnc(Cc3cccn3C)n2-c2ccc(F)cc2)cc1,-11,1,-1.8,-5%,-2%,?,10%,-1,?
O=c1n(Cc2ccccc2)nc2n1-c1ccccc1OC2,/,/,/,22%,2%,/,/,-2,21%
COc1ccc(N2CCCn3c2nc2c3c(=O)n(CCc3ccccc3)c(=O)n2C)cc1,0,1,-0.1,18%,6%,1%,-13%,4,0%
Cc1ccc(N(CC(=O)NC2CCCC2)C(=O)CCCC(=O)Nc2ccccn2)cc1C,7,-1,-0.4,-18%,-12%,-3%,2%,4,-27%
COC(=O)C1=C(C)N(CCc2ccc(OC)c(OC)c2)C(=O)C1,11,3,-0.2,0%,21%,-8%,5%,-11,8%
CCn1c(CNc2ccccc2Cl)nnc1SCCN1CCCCC1,-60*,/,0.0,-7%,-1%,-7%,1%,-7,0%
COc1ccc(N2CCN(S(=O)(=O)CCNC(=O)COc3ccccc3OC)CC2)cc1,2,0,-4.0,-8%,-4%,-4%,5%,2,-4%
O=C(CSc1nnc(-c2ccc(Br)cc2)o1)Nc1cccc2ccccc12,-4,/,-4.2,-7%,0%,-1%,-14%,0,-20%
CO[C@@H]1CN(C)C(=O)c2cc(NC(=O)Nc3cc(F)ccc3F)ccc2OC[C@H](C)N(C(=O)c2ccccn2)C[C@@H]1C,-21,3,-0.1,0%,/,-4%,3%,-3,13%

# Retrieved one by one from above (3):
SMILES,DRD3 antagonist,PI5P4Ka inh,IL2 activator,HEK293 tox,GLP-1R agonist,PLK1 PBD inh,WRN helicase inh,DRD3 agonist,GLP-1R inv ag
O=c1n(Cc2ccccc2)nc2n1-c1ccccc1OC2,/,/,/,22%,2%,/,/,-2,21%
Cc1ccc(N(CC(=O)NC2CCCC2)C(=O)CCCC(=O)Nc2ccccn2)cc1C,7,-1,-0.4,-18%,-12%,-3%,2%,4,-27%
COC(=O)C1=C(C)N(CCc2ccc(OC)c(OC)c2)C(=O)C1,11,3,-0.2,0%,21%,-8%,5%,-11,8%

# (continued)
SMILES,DRD3 antagonist,PI5P4Ka inh,IL2 activator,HEK293 tox,GLP-1R agonist,PLK1 PBD inh,WRN helicase inh,DRD3 agonist,GLP-1R inv ag
Cc1nc(=O)c(-c2ccccc2)c(C)n1CCCO,7,-5,-0.5,20%,-4%,?,2%,1,15%
COc1cccc(NC(=O)C(=O)NCc2ccncc2)c1,5,-1,-1.1,-14%,13%,-1%,-2%,5,9%
Cc1cc(C)c(O)c(-c2cc(C(=O)Nc3cccnc3)[nH]n2)c1,-22,4,-4.7,-10%,10%,-10%,-24%,-11,?
N#Cc1cccnc1Nc1ccc(Cl)cc1,0,2,-1.3,0%,2%,-8%,1%,0,-18%
CSc1ccc(S(=O)(=O)N2CCC(C(=O)Nc3ccccc3C(F)(F)F)CC2)cc1,1,5,-0.1,0%,10%,-2%,-1%,0,?
COc1ccc(C2CC(=O)Oc3cc(C)c(Cl)cc32)cc1 (centres undefined),31,2,-0.2,-16%,2%,-12%,-1%,3,-10%
O=C(CN1CCN(c2ccc(O)cc2)CC1)NC(=O)NCc1ccco1,6,-9,-0.3,-15%,-5%,-9%,-27%,11,-21%
Cn1c(CNC(=O)OC(C)(C)C)nnc1SCC(=O)N1CCOCC1,3,-2,0.6,-4%,5%,5%,-10%,-12,-35%
O=C(NNC(=O)[C@@H]1CCCC[C@@H]1C(=O)O)Nc1ccccc1,5,-1,0.3,-7%,-3%,2%,-5%,6,1%
CCCCNC(=O)c1c(N)[nH]c(C(=O)c2ccccc2)c1-c1ccccn1,10,1,0.1,-20%,9%,1%,-1%,3,-14%
CCCC[C@@H]1CC2=C(C(=O)OC(C)(C)O2)[C@@H](c2ccc(F)cc2)O1,0,3,0.4,-15%,4%,4%,1%,5,15%
O=C(O)c1cc(O)ccc1NC(=O)C(c1ccccc1)c1ccccc1,6,?,-0.6,0%,-3%,4%,4%,0,13%
N#CCC(=O)N/N=C1\CCCCC1C1CCCCC1 (centres undefined),22,2,0.9,0%[1.53 µM],-2%,5%,-18%[57.1 µM],5,1%
C[C@@H]1CN([C@@H](C)CO)C(=O)CCCn2nncc2CO[C@H]1CN(C)C(=O)c1cc(-c2ccccc2)on1,-2,1,1.9,5%,-9%,-14%,3%,-6,6%
O=C(c1cc2ccccc2o1)N1CCN(CCOc2ccccc2)CC1,25,-2,-3.5,12%,1%,-7%,-9%,58*,?
C=CCOc1c2ccc(C(=O)N(CC)c3ccc(OC)cc3)cc2nn1C,12,3,-0.2,2%,-5%,4%,7%,36*,5%
CCCCCC1CC(CC#CCN2CCOCC2)C(=O)O1 (centres undefined),1,/,-2.7,1%,2%,-7%,0%,-6,4%
CCc1ccc(CN2C(=O)c3ccccc3C2C(=O)NCC2CCCO2)cc1 (centres undefined),13,5,2.7,2%,5%,4%,-2%,6,-10%
Cc1ccc(-n2c(=O)c3ccccc3n(CC(=O)C(C)(C)C)c2=O)cc1,2,2,-2.7,-2%,-1%,4%,9%,-4,-32%
Cc1nn(CC2CCCCC2)c(N)c1-c1ccccc1,0,9,-0.2,-13%,9%,1%,-5%,-1,?
Cc1ccccc1CNC(=O)C1CCC(=O)N(CC2CCCCC2)C1 (centres undefined),6,-6,-0.8,-9%,12%,-7%,-13%,-3,-10%
COc1ccccc1CNC(=O)C1=CCN(S(=O)(=O)c2ccc(C)cc2)CC1,-10,-8,-0.1,3%,-1%,-15%,2%,2,-20%
O=C1c2ccccc2S(=O)(=O)c2cc(C(=O)N3CCN(c4ccccc4)CC3)ccc21,4,0,-2.1,-2%,1%,3%,-6%,3,-1%
O=C(NC1CCN(C(=S)NCc2ccco2)CC1)C12CC3CC(CC(C3)C1)C2,13,/,-1.9,-18%,-1%,-20%,2%[57.1 µM],0,0%
N#CCn1c(Cc2ccccc2)nc2ccccc2c1=O,0,-3,0.8,-18%,1%,1%,6%,1,5%
O=C(COc1ccc(Br)cc1)N1CCCCCC1,-59*,/,-2.4,4%,0%,-6%,-5%,-17,-24%
CC(=O)NNc1ncnc2c1cnn2-c1ccc(C)c(Cl)c1,-10,0,-1.3,18%,0%,-13%,5%,4,12%
COc1ccc(OC)c(C2CC(=O)Nc3n[nH]c(-c4ccccc4)c32)c1 (centres undefined),5,-12,-3.1,-7%,-4%,-4%,-10%,-6,32%
O=C(c1cnsn1)N1CCN(c2ccccn2)CC1,0,4,-1.4,1%,-7%,-5%,1%,-4,6%
COc1cc(OC)cc(C(=O)N/N=C\c2ccoc2)c1,?,-28,-1.1,?,1%,-20%,-12%,-23,?
O=C(COc1ccc(S(=O)(=O)N2CCOCC2)cc1)Nc1ccc2c(c1)OCCO2,-19,/,-2.1,0%,-1%,-7%,/,-13,-12%
CC(C)Cc1nc2oc3c(NCCCN4CCOCC4)ncnc3c2c2c1CCC2,-4,/,-3.4,6%,27%,4%,7%,4,0%
O=C(COc1ccc(-c2ccccc2)cc1)Nc1cccnc1,31,2,-0.2,4%,-4%,4%,8%,-9,18%
O=C1NNC(=O)C1c1ccccc1,-2,3,-1.9,0%,-1%,-8%,-3%,4,6%
COc1ccc(CCNC(=O)C(=O)NCCCN2CCOCC2)cc1,-6,0,0.1,-2%,-3%,3%,-4%,2,3%
Cn1nc(C(F)(F)F)c(C#N)c1N1CCN(c2ccccc2)CC1,-27,-2,-0.6,-8%,-22%,-7%,3%,-7,?
CO/N=C(/C)CCS(=O)(=O)c1ccccc1,3,2,-1.2,-2%,15%,-7%,9%,7,29%
Cc1c(C)n(C)c2ccc(C(=O)NCCc3ccco3)cc12,-24,-9,1.0,-6%,11%,-11%,-7%,-2,-4%
Cc1c(OCC(=O)NCc2ccncc2)ccc2c3c(c(=O)oc12)CCCC3,30,-6,-1.8,4%,10%,-13%,1%,7,21%
CCOc1ccc(-n2ccnc(SCC(=O)NCCc3ccccc3)c2=O)cc1,-11,4,-2.9,-4%,-13%,-26%,-8%,-10,?
CC(=O)Nc1ccc(Oc2cc(C#N)c(C#N)cc2N2CCOCC2)cc1,12,5,0.4,-13%,1%,-2%,1%,10,49%[activator]
CCc1nnc(NC(=O)CN2CCN(Cc3ccccc3Cl)CC2)s1,7,1,-3.9,-27%,-6%,3%,5%,-1,-14%
C=C1CCC[C@]2(C)C[C@H]3OC(=O)C(CN[C@@H](C)c4ccccc4)[C@H]3CC12 (some centres undefined),41,1,0.0,2%,25%,-8%,-1%,8,?
O=C(O)c1c(-c2ccccc2)c2oc3ccccc3c2[nH]c1=O,-16,-1,-0.9,-25%,-12%,-8%,-13%,1,0%
O=C1OC(c2ccccc2)=N/C1=C\C=C\c1ccccc1[N+](=O)[O-],2,-13,0.3,-2%,-10%,?,-16%,-6,1%
O=C(Oc1ccccc1OC(=O)N1CCOCC1)N1CCOCC1,-2,-2,-2.2,5%,-6%,-15%,-2%,-6,10%
Cc1nn2cc(-c3ccccc3)nc2s1,4,/,-1.1,5%,-4%,-4%,-14%[57.1 µM],1,0%
CSCCC(C(=O)NC1CCCC1)n1c(-c2ccncc2)nc2ccccc21 (centres undefined),0,3,0.5,1%,/,-14%,-1%,-10,5%
O=C(COC(=O)CCSc1ccccc1)NCc1ccccc1,-14,7,-5.5,-7%,0%,-9%,1%,6,14%
COC(=O)c1sc(S(=O)(=O)Nc2c(C)nn(C)c2C)c(C(=O)OC)c1C,12,3,0.9,-15%,1%,0%,4%,19,-2%

# Compound activity deposited in PubChem BioAssay by National Center for Advancing Translational Sciences (NCATS).
